# RXFP1 antagonist = qHTS Assay for Antagonists of the Relaxin Receptor RXFP1; Relaxin receptor 1 (Homo sapiens), Q9HBX9; HEK293-RXFP1, relaxin-stimulated cAMP HTRF, 30 min; hits give low values; activity change, negative = inhibition, % at 57.5 µM; hit rate 0.59% among 350,000; AID 1259400, 2018;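 active = activity change of -60% or lower, but not beyond a set lower limit; inconclusive = change between -60% and -40%, or beyond the set limit; inactive = change above -40%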; also: % is scaled to controls: 0 for no effect and ±100 for the full control effect
# D1 PAM = Potentiators of Human D1 Dopamine Receptor: qHTS; D(1A) dopamine receptor (Homo sapiens), P21728; HEK293 TREx D1 cells, calcium flux, dopamine EC20 potentiation; potentiation, % at 10 µM; hit rate 0.036% among 360,000; in the data active = potentiation above about 30%; also: 0% is about no effect
# Target sequence (P21728 whole entry, looked up): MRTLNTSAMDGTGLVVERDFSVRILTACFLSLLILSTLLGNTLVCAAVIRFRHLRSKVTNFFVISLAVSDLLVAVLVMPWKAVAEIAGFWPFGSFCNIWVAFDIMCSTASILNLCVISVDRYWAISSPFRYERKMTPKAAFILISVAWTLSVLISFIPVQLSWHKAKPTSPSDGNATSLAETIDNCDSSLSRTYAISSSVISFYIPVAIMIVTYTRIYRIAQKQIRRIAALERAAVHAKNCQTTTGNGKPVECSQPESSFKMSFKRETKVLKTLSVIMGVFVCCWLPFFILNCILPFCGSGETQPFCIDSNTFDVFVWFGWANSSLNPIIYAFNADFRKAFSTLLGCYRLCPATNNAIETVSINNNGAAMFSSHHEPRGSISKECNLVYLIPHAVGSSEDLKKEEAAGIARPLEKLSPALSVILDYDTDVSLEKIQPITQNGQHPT
# TRHR PAM = qHTS for Small Molecule Agonists and Allosteric Enhancers of Human TRH Receptor: Primary Screen for Enhancers; Thyrotropin-releasing hormone receptor (Homo sapiens), P34981; TRHR cells, fluo-8 calcium fluorescence, EC20 TRH enhancement; enhancement, % at 2 µM; hit rate 0.66% among 360,000; AID 493056, 2011; in the data active = enhancement above about 30%; also: 0% is about no effect
#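 Enhancer read-out: after compound pinning and an initial kinetic agonist-mode read, an EC20 of TRH (10 nM final) was injected and fluo-8 calcium signal (Ex 480/Em 530) followed at 1 s/cycle for 100 cycles in TRHR-expressing cells.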
# D2 PAM = HTS Assay for Positive Allosteric Modulators of the Human D2 Dopamine Receptor: Primary Screen for Potentiators | potentiation, % at 10 µM | D(2) dopamine receptor (Homo sapiens), P14416 | hit rate 0.34% among 340,000 | HEK293 T-REx D2, calcium flux, EC20 dopamine potentiation | AID 485347, 2010;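 active = potentiation over 3 SD above the plate norm, cut at about 30% in these data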; also: 0% is about no effect
# Target sequence (P14416 whole entry, looked up): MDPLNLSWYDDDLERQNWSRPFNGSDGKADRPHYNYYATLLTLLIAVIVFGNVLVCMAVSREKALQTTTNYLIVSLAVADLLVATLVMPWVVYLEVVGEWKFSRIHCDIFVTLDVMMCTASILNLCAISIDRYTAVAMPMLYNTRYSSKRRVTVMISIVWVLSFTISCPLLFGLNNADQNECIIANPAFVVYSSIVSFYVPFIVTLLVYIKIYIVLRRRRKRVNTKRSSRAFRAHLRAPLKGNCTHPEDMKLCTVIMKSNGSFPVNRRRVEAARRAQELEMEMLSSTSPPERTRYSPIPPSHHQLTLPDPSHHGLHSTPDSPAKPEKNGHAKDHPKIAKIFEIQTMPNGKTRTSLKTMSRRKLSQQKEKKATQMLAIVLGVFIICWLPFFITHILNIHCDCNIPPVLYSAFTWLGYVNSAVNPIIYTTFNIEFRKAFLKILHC
#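 Using a no-wash calcium dye in inducible, force-coupled HEK293 Trex cells expressing D2, we tracked fluorescence each second for 180 s after compound, then for 180 s after EC20 dopamine to detect augmented signalling.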
# RXFP1 ag = qHTS Assay for Agonists of the Relaxin Receptor RXFP1. Relaxin receptor 1 (Homo sapiens), Q9HBX9. HEK293T-RXFP1 cAMP TR-FRET, 30 min; response scale: percent of porcine relaxin response, buffer zero. Potency, µM (series often up to 57.5 µM), for inactives: top-dose activation, most hits filed as activators. hit rate 0.3% among 370,000. AID 2676, 2010; active = well fitted activation curve with a large enough effect; inconclusive = small, poorly fitted or top-dose-only effect; also: potency is read from the fitted curve at half-maximal effect; % is scaled to controls: 0 for no effect and ±100 for the full control effect; nearly all actives have a fitted effect of over 60% in size; many of its hits are not listed in these tables
#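 HEK293T cells stably expressing RXFP1 were pretreated with the PDE4 inhibitor Ro 20174, exposed to compounds for 30 min at 37C, lysed, and cAMP was read by TR-FRET. Data normalized to buffer (basal) and 29 nM porcine relaxin (100%).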
# D2 agonist = HTS Assay for Allosteric Agonists of the Human D2 Dopamine Receptor: Primary Screen for Agonists; HEK293 T-REx D2 cells, calcium flux agonist mode; activation, % at 2 µM; hit rate 0.53% among 340,000;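 active = activation over 3 SD above normal in the single-dose calcium agonist read, cut at about 30% in these data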; also: 0% is about no effect
#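 In this primary screen, compounds producing a positive calcium signal within 180 s of addition to tetracycline-induced, force-coupled HEK293 Trex D2 cells are flagged; cells are dye-loaded with a no-wash calcium kit beforehand.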
# D1 antag = Antagonist of Human D 1 Dopamine Receptor: qHTS; D(1A) dopamine receptor (Homo sapiens), P21728; HEK293 TREx D1 cells, calcium flux, dopamine EC80; hits give low values; activity change, negative = inhibition, % at 10 µM; hit rate 3.2% among 360,000; in the data active = activity change below about -30%; also: % is scaled to controls: 0 for no effect and ±100 for the full control effect
#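 Antagonism measured as reduced calcium response to an EC80 dopamine addition following 180 s compound pre-read; cells were inducible HEK293 Trex D1 plated overnight at 30 C, read kinetically at 1 cycle/sec.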
# D2 antagonist = HTS Assay for Allosteric Antagonists of the Human D2 Dopamine Receptor: Primary Screen for Antagonists; D(2) dopamine receptor (Homo sapiens), P14416; HEK293 TREx D2 cells, calcium flux, dopamine EC80; AID 485344, 2010; hit rate 2% among 340,000; inhibition, % at 10 µM; in the data active = inhibition above about 30%; also: 0% is about no effect
#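 HEK293 T-REx D2 cells, tet-induced, calcium dye no-wash. Cpd pintool add, 180 s kinetic, then EC80 DA, 180 s kinetic. Ca flux read.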
# D1 agonist = Allosteric Agonists of the Human D1 Dopamine Receptor: qHTS. HEK293 T-REx D1 cells, calcium flux, agonist mode. D(1A) dopamine receptor (Homo sapiens), P21728. activation, % at 2 µM. hit rate 1% among 360,000; in the data active = activation above about 30%; also: 0% is about no effect
#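 Inducible HEK293 T-REx D1 cells, force-coupled to calcium signalling, were plated at 4000 cells/well with tetracycline and held overnight at 30 C. After no-wash calcium dye loading, compound-evoked calcium rise over 180 s flagged agonists.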
# An asterisk follows results filed as active; u = inconclusive; x = no result given. Not all compounds are listed; count on the stated rates, not on these rows.
# Preview, 4 compounds:
SMILES,RXFP1 antagonist,D1 PAM,TRHR PAM,D2 PAM,RXFP1 ag,D2 agonist,D1 antag,D2 antagonist,D1 agonist
Cc1ccc(N(Cc2cc3ccc(C)cc3[nH]c2=O)C(=O)c2cccs2)cc1,14,-7,0,-8,0.3%,-0.4,5,8,1
Cc1[nH]c2ccccc2c1C(Nc1nccs1)c1ccncc1 (configuration not stated),-1,-10,4,-4,1.1%,-0.4,5,-7,0
O=C(N1CCOCC1)C(F)(F)C(F)(F)C(F)(F)C(F)(F)C(=O)N1CCOCC1,-5,-6,13,2,1.3%,1.1,-16,0,8
Cc1cccc(Sc2nc(-c3ccccc3)ncc2C(=O)O)c1,-4,-3,1,-2,4.0%,-0.8,-6,12,2

# The list itself, from the first entry:
SMILES,RXFP1 antagonist,D1 PAM,TRHR PAM,D2 PAM,RXFP1 ag,D2 agonist,D1 antag,D2 antagonist,D1 agonist
Cc1ccc(N(Cc2cc3ccc(C)cc3[nH]c2=O)C(=O)c2cccs2)cc1,14,-7,0,-8,0.3%,-0.4,5,8,1
Cc1[nH]c2ccccc2c1C(Nc1nccs1)c1ccncc1 (configuration not stated),-1,-10,4,-4,1.1%,-0.4,5,-7,0
O=C(N1CCOCC1)C(F)(F)C(F)(F)C(F)(F)C(F)(F)C(=O)N1CCOCC1,-5,-6,13,2,1.3%,1.1,-16,0,8
Cc1cccc(Sc2nc(-c3ccccc3)ncc2C(=O)O)c1,-4,-3,1,-2,4.0%,-0.8,-6,12,2
O=C1CC(C(=O)N2CCOCC2)C2(CCCC2)O1 (configuration not stated),6,-1,18,-8,2.7%,-1.0,-18,4,2
CCS(=O)(=O)C(=C1Nc2ccccc2N1)S(=O)(=O)CC,-1,-5,3,18,-0.1%,1.0,1,-6,0
CCOc1ccccc1OCCCC(=O)N1CCN(S(=O)(=O)c2ccc(Cl)cc2)CC1,2,5,-6,x,0.5%,x,-9,x,2
O=C(NCC(c1cccs1)N1CCOCC1)c1cc(=O)[nH]c2ccccc12 (configuration not stated),-77*,4,5,6,0.6%,0.5,1,9,1
CC(C)=CCN1CCN(CCC2=C(C)CCCC2(C)C)CC1CCO (configuration not stated),-4,-8,1,-17,2.2%,0.0,4,61*,1
O=c1c2ccccc2ncn1CCCSc1ccc(Cl)cc1,-12,1,2,x,1.3%,x,-10,x,3
CCCC(=O)NCc1ccc2c(c1)cc(C)n2C,12,-3,8,-5,0.2%,0.6,-2,-3,3
CCc1nnc(NC(=O)c2cc(-c3ccccn3)nc3ccc(Br)cc23)s1,11,-8,-4,7,27%,-0.5,-3,-10,2
O=C(Nc1ccccc1C(=O)N/N=C/c1ccco1)c1ccc(Cl)cc1,1,-4,-2,5,0.1%,x,2,x,-1
Cc1ccc(-c2cc(C(=O)N3CCN(S(=O)(=O)c4ccc(Br)s4)CC3)[nH]n2)cc1C,-15,5,4,-5,2.0%,1.8,11,x,2
CCSc1nnc(NC(=O)CSc2nnc(C)c(=O)n2N)s1,-6,0,2,0,0.7%,0.5,-3,8,2
C=CCN(CC=C)C(=O)C1CC(=O)N(c2ccc(Br)cc2)C1 (configuration not stated),0,-6,7,2,-1.1%,-1.0,8,-17,1
C=CCNC(=O)NC(=O)COC(=O)[C@H](C)NS(=O)(=O)c1c(C)c(C)cc(C)c1C,0,-3,0,2,1.4%,-2.1,1,8,1
CCSC1=NC2(CCN(C(=O)NC3CCCCC3)CC2)N=C1c1ccc(C)c(C)c1,-18,-6,7,4,-0.9%,1.0,-15,x,13
O=C1NC(=O)/C(=C/c2cccc3ccccc23)S1,u,-1,-3,-1,1.9%,-0.4,-10,6,3
Cc1cc(SCC(=O)Nc2ccccc2)nc(C)n1,-6,0,1,6,0.5%,-0.2,9,12,4
CCN(CCO)C(=O)CC1C(=O)NCCN1Cc1c(F)cccc1Cl (configuration not stated),-11,-1,-2,11,1.4%,0.7,-6,8,3
Cc1ccc2cc(C)c3nnc(SCc4ccc(C(=O)O)cc4)n3c2c1C,-15,3,-4,-1,9.4%,2.0,0,10,1
COc1ccc(N(C(=O)c2ccco2)C(C(=O)NC2CCCC2)c2cc(OC)c(OC)c(OC)c2)cc1 (configuration not stated),4,1,-10,-8,1.5%,0.3,0,19,0
CCc1cccc(NC(=O)Cn2nc(CC)n3c(cc4cc(C)ccc43)c2=O)c1,x,1,-1,-2,6.9%,-0.1,5,x,2
Cc1ccc(Cl)cc1N1CCN(C(=O)Cn2cnc3nc4c(cc3c2=O)CCCC4)CC1,-68*,5,-1,-24,2.6%,x,14,x,3

# (further entries)
SMILES,RXFP1 antagonist,D1 PAM,TRHR PAM,D2 PAM,RXFP1 ag,D2 agonist,D1 antag,D2 antagonist,D1 agonist
O=C(CCc1ccccn1)N1CCCC(Nc2ccc(F)cc2)C1 (configuration not stated),14,3,4,0,-0.5%,-0.9,-18,11,2
O=C(CCc1ccccc1)NNC(=O)c1ccccc1C(=O)O,-9,4,1,-3,1.3%,0.7,-7,-5,1
CCOC(=O)N1CCN(C(=S)NC(=O)c2ccc(Br)cc2)CC1,-21,-2,-3,-2,-3.9%,-0.4,15,-11,0
CN(C)c1ccc(/C=N/N(CCC#N)C2=NS(=O)(=O)c3ccccc32)cc1,-7,0,3,-6,3.4%,3.3,-6,-15,27
CCOc1ccc(-n2c(SCC(=O)Nc3cc(C)ccc3C)nc3c([nH]c4ccccc43)c2=O)cc1,x,-3,-3,13,1.2%,1.0,5,x,2
CCc1ccccc1NC(=O)CN(c1ccccc1)S(=O)(=O)c1ccsc1C(=O)OC,x,-1,3,4,-0.8%,-0.4,8,x,6
N=c1c(S(=O)(=O)c2ccc(Cl)cc2)cc2c(=O)n3ccccc3nc2n1CCN1CCOCC1,-6,0,7,x,2.6%,0.5,1,-7,-2
Cc1ccccc1OCc1nnc(SCC(=O)Nc2ccc3c(c2)OCO3)n1C,-4,2,-1,2,0.3%,-0.3,0,6,-1
S=c1[nH]nc(COc2ccccc2)n1/N=C/c1cccnc1,x,-2,2,-4,6.4%,-0.2,17,3,2
CN(CC(=O)NC1CCCCCCC1)S(=O)(=O)c1cccc2cccnc12,x,5,0,-12,1.6%,-0.3,10,4,1
COCc1nn2c(N)c(C#N)cnc2c1-c1ccccc1,-5,-4,-7,-2,1.6%,-0.4,0,0,0
CCOc1ccccc1NC(=O)CN1C=NS(=O)(=O)c2ccccc21,-4,0,-2,4,1.3%,-0.1,-2,x,0
CCN(C(=O)COC(=O)c1ccco1)c1c(N)n(Cc2ccccc2)c(=O)[nH]c1=O,-6,5,-4,19,-0.8%,1.3,1,-2,3
O=[N+]([O-])c1cc([N+](=O)[O-])c(N2CCCCCC2)cc1NCCO,-7,-6,-17,15,2.3%,-1.4,-18,-10,1
CCCN(CC(=O)Nc1ccc(OC)c(OC)c1)CC(=O)Nc1ccc(F)c(F)c1F,-9,6,2,8,3.5%,-2.3,11,2,3
N#Cc1cc(N2CCCCC2)c([N+](=O)[O-])cc1C#N,-2,0,6,-6,-2.1%,0.3,15,-23,0
Cc1cc(C)cc(OCC(=O)OCC(=O)N(CC(C)C)c2c(N)n(Cc3ccccc3)c(=O)[nH]c2=O)c1,0,-2,-1,0,-0.1%,-0.4,-6,3,3
COc1ccc(Cl)cc1NC(=S)Nc1cccnc1,1,-4,11,9,-0.1%,x,x,x,0
COC(=O)c1cnc(Nc2cccc(C(F)(F)F)c2)c([N+](=O)[O-])c1,-32,0,-4,x,-1.4%,x,28,x,1
O=c1oc(-c2ccccc2)nc2sc3c(c12)CCCC3,3,3,11,0,-2.5%,0.1,-2,0,1
CCN(CC)S(=O)(=O)c1cccc(NC(=O)COc2ncnc3sccc23)c1,1,-4,13,-10,u,2.4,0,9,1
CC1(C)CC(NC(=S)NC2CC2)CC(C)(C)N1,3,3,-3,7,0.0%,0.3,-12,0,1
Cc1cccc(NC(=O)c2cc(-c3cccnc3)nc3c(C)cccc23)n1,-14,-1,1,-10,-2.7%,-0.6,6,0,1
CCOC(=O)c1ccc(NC(=O)CN2C(=O)C3C4C=CC(C4)C3C2=O)cc1 (configuration not stated),1,-2,3,6,1.3%,1.4,5,-13,0
CN(C)CCCOC(=O)c1ccccc1Cl,-10,5,1,-4,0.3%,1.2,-11,28,2

# Continued.
SMILES,RXFP1 antagonist,D1 PAM,TRHR PAM,D2 PAM,RXFP1 ag,D2 agonist,D1 antag,D2 antagonist,D1 agonist
S=C(NCc1ccco1)Nc1ccc2c(c1)OCCO2,-13,-9,-3,10,-0.4%,0.5,x,-6,0
Cc1ccc(NC(=O)CN(C)C(=O)Cn2cc(C(F)(F)F)cc(Cl)c2=O)cc1,x,-3,22,-5,4.3%,1.3,24,-15,1
Cc1ccc(OCC(=O)N/N=C/c2ccncc2)cc1C,-2,-7,-1,16,-1.2%,-2.6,0,1,6
CC(=O)Nc1ccc(NC(=O)C(C)OC(=O)/C=C/c2cccs2)cc1 (configuration not stated),-19,7,8,-8,0.4%,5.2,-15,-10,0
O=S(=O)(c1cccc(-c2csc(-c3cccnc3)n2)c1)N1CCCCC1,0,-7,-4,7,3.1%,0.5,16,-6,0
Cc1ccc(CNC(=O)c2ccc3c(c2)c(C)c(C)n3Cc2ccc(Cl)cc2)o1,-15,-7,0,7,-0.3%,-0.2,10,x,2
CCOC(=O)C1CCN(C(=O)C2COc3ccccc3O2)CC1 (configuration not stated),12,-17,-7,-11,2.0%,0.1,-13,19,3
NC(=O)C1CCN(C2=C(NS(=O)(=O)c3ccc(Br)cc3)C(=O)c3ccccc3C2=O)CC1,-8,-3,-1,-8,4.9%,1.4,-5,22,1
COc1cccc(NC(=O)CCC2CCN(C(=O)c3cncs3)CC2)c1,-3,0,6,-4,2.0%,0.8,-4,-10,2
CN(C(=O)COC(=O)c1cc(-c2ccc(Cl)s2)nc2ccccc12)C1CCS(=O)(=O)C1 (configuration not stated),-6,-2,0,x,9.9%,0.3,-6,-10,5
O=C(CCc1ccccc1)NNC(=O)Nc1ccc(Br)cc1,-20,0,11,5,-0.7%,0.2,-8,-10,-1
CC1(C)CC(=O)C(C(=O)c2ccccc2)C(=O)C1,0,-6,-4,-6,-3.6%,-0.2,-17,-14,4
Cc1nnc2ccc(-c3cccc(NS(=O)(=O)c4ccccc4Cl)c3)nn12,2,2,36*,15,5.9%,-1.4,-16,-5,6
